# Screens (PubChem BioAssay)
# APOBEC3G inh: APOBEC3G (human) deaminase inhibition. recombinant A3G, ssDNA deamination FAM/TAMRA fluorescence. Q9HC16. 0.28% of 330,000 active. inhibition, % at 20 µM. AID 493012;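 active means inhibition of at least 40% at 20 µM, with no more than 30% in the related APOBEC3A deaminase screen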;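 further: plate controls were DMSO wells with A3G for no effect and wells lacking A3G enzyme for full effect; some compounds called inactive have numbers as strong as hits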
# NR3A LBD binder: modulates the human NR3A ligand-binding domain; 2.5% of 340,000 active; Tm shift relative to glycine control, % at 25 µM; NR3A LBD differential scanning fluorimetry, Tm shift; 0% = protein alone, 100% = glycine-bound protein;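 active means melting temperature shift of at least 10% of the positive control shift, at one fixed dose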
# EBI2 block: antagonists of human EBI2 receptor | inhibition, % at 5 µM | EBI2 beta-arrestin recruitment, luminescence, 7a,25-OHC stimulated | P32249 | 0.81% of 360,000 active; in the data active means inhibition above about 38%;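 further: enzyme fragment complementation signal reports receptor beta-arrestin coupling in cells; 0% = agonist plus DMSO wells and 100% = wells without agonist; some results beyond the cut were filed as inactive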
# Target sequence (P32249 whole entry, looked up, the tested form may be a part): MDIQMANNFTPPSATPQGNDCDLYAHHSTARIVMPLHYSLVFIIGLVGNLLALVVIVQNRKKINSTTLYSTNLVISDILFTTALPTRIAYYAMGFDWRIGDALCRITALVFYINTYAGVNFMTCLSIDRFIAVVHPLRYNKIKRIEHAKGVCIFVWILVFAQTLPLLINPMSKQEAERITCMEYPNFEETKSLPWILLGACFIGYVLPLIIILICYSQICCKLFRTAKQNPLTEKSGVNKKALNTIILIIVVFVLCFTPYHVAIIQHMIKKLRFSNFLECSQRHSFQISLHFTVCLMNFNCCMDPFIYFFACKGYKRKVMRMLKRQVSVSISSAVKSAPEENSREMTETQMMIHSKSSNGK
# CXCR6 block: CXCR6 (human) receptor inhibition; O00574; CHO-K1 PathHunter CXCR6 beta-arrestin, luminescence; inhibition, % at 20 µM; 0.36% of 360,000 active; in the data active means inhibition above about 34%, passing the limit was not always enough;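 further: antagonist mode with CXCL16 agonist at 10 nM final; 0% = 10 nM CXCL16 with DMSO and 100% = unstimulated wells without agonist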
# Target sequence (O00574 whole entry, looked up): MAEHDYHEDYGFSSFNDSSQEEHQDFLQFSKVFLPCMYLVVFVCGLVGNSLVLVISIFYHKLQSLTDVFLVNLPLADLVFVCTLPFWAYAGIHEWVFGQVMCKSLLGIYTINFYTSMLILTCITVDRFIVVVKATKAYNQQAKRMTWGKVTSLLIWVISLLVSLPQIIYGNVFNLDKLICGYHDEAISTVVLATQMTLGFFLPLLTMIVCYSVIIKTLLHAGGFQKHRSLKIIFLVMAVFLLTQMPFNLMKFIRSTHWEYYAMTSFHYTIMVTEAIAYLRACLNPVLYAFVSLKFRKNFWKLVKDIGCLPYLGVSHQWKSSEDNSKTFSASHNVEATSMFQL
# CCR6 antagonist: antagonists of human CCR6 receptor | P51684 | CHO-K1 CCR6 PathHunter beta-arrestin, luminescence, CCL20-stimulated | inhibition, % at 20 µM | 0.49% of 340,000 active | AID 493098;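 active means compounds whose inhibition of the agonist-driven luminescence signal at 20 µM reaches about 50%, limit read from the data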;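 further: cells stimulated with CCL20 at 14 nM final; plate controls were DMSO with CCL20 for no effect and DMSO without agonist for full effect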
# MPTP block: inhibitors of mitochondrial permeability transition pore; inhibition, % at 10 µM; isolated mouse mitochondria, Ca2+ swelling absorbance, 30 min; 1.4% of 360,000 active; AID 602449;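 active means inhibition of 50% or more, scaled per plate between neutral and stimulator controls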;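 further: 0% = DMSO wells given calcium and 100% = 1 mM EGTA wells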
# Gli-Sufu block: antagonists of Gli-Sufu signaling | Sufu-KO-LIGHT fibroblasts, Gli luciferase reporter luminescence | 0.74% of 340,000 active | inhibition, % at 5 µM | AID 588413;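 active means inhibition above about 55%, limit read from the data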;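 further: 0% = DMSO-treated cells and 100% = wells with medium but no cells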
# APOBEC3A inh: human APOBEC3A DNA deaminase inhibition. P31941. recombinant A3A, FAM/TAMRA ssDNA deamination fluorescence. inhibition, % at 20 µM. 0.41% of 330,000 active;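 active means at least 40% inhibition at 20 µM here, with at most 30% in a related deaminase screen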;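 further: plate controls were A3A with DMSO for no effect and wells lacking A3A enzyme for full effect; some results filed as inactive read as strong as hits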
# Target sequence (P31941 whole entry, looked up): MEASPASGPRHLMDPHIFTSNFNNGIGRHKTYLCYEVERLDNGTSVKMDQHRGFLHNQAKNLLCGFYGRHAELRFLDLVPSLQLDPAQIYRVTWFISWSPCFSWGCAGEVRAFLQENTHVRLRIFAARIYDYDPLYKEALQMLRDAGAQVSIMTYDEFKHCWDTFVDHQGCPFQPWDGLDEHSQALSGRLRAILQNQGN
# An asterisk follows results filed as active; / = not tested or not shown.
molecule	CXCR6 block	Gli-Sufu block	NR3A LBD binder	APOBEC3A inh	CCR6 antagonist	MPTP block	APOBEC3G inh	EBI2 block
CCOC(=O)c1ccc(NC(c2ccc(N(C)C)cc2)P(=O)(OC(C)C)OC(C)C)cc1 (centres undefined)	3	7	-1	-3	24	0.5	-6	10
Cc1nn(CC(=O)Nc2ccc(C#N)cc2)c(C)c1[N+](=O)[O-]	0	-5	0	-5	5	4.0	-4	-4
COc1ccccc1C(=O)Nc1cccc2cccnc12	-1	-20	-1	0	3	2.9	9	1
Cc1ccc(NC(=S)NC(=O)C2CCCC2)cc1C	9	-23	-1	-2	8	-0.3	-3	17
CCCCCn1c(=NC(=O)c2cccnc2)c(C#N)cc2c(=O)n3cccc(C)c3nc21	14	-17	1	1	21	11	-3	9
CC1CCCN(CCOc2cccc(Oc3ccccc3)c2)C1 (centres undefined)	-4	51	-1	-5	20	0.7	-6	-18
CCn1cc(S(=O)(=O)c2ccc(OC)cc2)c(=O)c2cc(OC)ccc21	0	3	-3	1	16	0.6	6	0
C[C@@H](NC(=O)c1nc[nH]c1C(=O)N1CCN(C(=O)OC(C)(C)C)CC1)c1ccccc1	-2	-9	-1	3	8	1.8	0	7
O=C(CSCc1c(Cl)cccc1Cl)NN1C(=O)c2ccccc2C1=O	3	2	-1	3	10	-1.5	0	-14
Cc1cc(NC(=O)c2ccccc2)ccc1NC(=O)Cc1ccccc1	1	-15	0	-6	9	0.7	-8	-1
Cc1ccc(N2CCN(C(=O)N3CCOCC3)CC2)c(C)c1	1	/	-2	4	-2	3.7	-3	-1
C#CC[N+]1(CC#Cc2ccccc2)CCCCC1	5	11	1	-1	13	2.8	-3	3
CC(C)=NNc1nc(-c2ccc(N3C(=O)CCC3=O)cc2)cs1	-4	0	0	-4	-7	4.4	-3	-5
Cc1cc(-c2ccc(N3C(=O)CCC3=O)c(C)c2)ccc1N1C(=O)CCC1=O	-1	-15	0	-1	-32	-1.9	-3	-1
CN1C[C@@H]2C(c3ccc(Cl)nc3)C3(c4ccc(C#N)cc4)CC2(C3)[C@H]1c1ccccc1 (some centres undefined)	12	35	1	-1	14	1.3	-6	-2
CCCCCCCSc1nnc(-c2ccccc2N)c(=O)[nH]1	7	4	-16	-1	-20	-0.4	-1	-4
CN(Cc1ccon1)C(=O)CC1C(=O)NCCN1Cc1ccc(Cl)c(F)c1 (centres undefined)	-7	8	1	-3	-11	0.5	-7	-1
COc1ccc(/C=C2/SC(=O)N(CC(=O)Nc3cc(C)on3)C2=O)cc1OC	1	9	-4	-2	3	0.2	-9	6
CCC(NC(=O)c1ccccc1Br)c1ccccc1 (centres undefined)	1	-3	-2	1	11	-1.2	-13	6
O=C(CN(C(=O)CNS(=O)(=O)c1ccc(F)cc1)c1ccccc1)NCc1ccco1	3	3	1	1	7	-0.5	-5	-7
COc1ccc(C(C)=O)cc1COc1ccc([N+](=O)[O-])c(C)c1	-2	8	0	1	24	1.0	1	14
O=C(C1=NN(c2ccccc2)C(=O)CC1)N1CCc2ccccc2C1	13	-5	-5	-10	30	-1.2	-9	-3
CC1(C)CC(=O)C=C(c2ccc3ncccc3c2)C1	-6	-2	-1	-2	11	-0.5	-10	1
O=C(NN1C(=O)c2ccccc2NC12CCCCC2)c1ccccc1	-2	-6	0	-1	-7	-1.0	-5	-20
Cc1csc(NC(=O)CSc2nnc(CCNC(=O)c3ccc(Cl)c(Cl)c3)n2C)n1	5	-1	7	-3	-6	0.5	-8	3
N#Cc1cc(-c2ccccc2)nc(Oc2ccccc2)n1	4	-8	3	-2	20	1.0	0	3
CN(C)S(=O)(=O)c1cccc(NC(=O)CNC2CCCCC2)c1	5	-2	-1	9	8	0.8	-2	-2
CN1CCc2nc(NC(=O)COc3ccc4ccccc4c3)sc2C1	-1	11	-4	2	1	0.6	-6	-8
Cc1sc2nc(C(C)C)nc(SCC(=O)N3CCOCC3)c2c1C	-4	31	1	-1	7	0.6	-6	2
Cc1ccc2c(c1)[C@@H]1CN(C)CC[C@@H]1N2S(=O)(=O)c1ccc(F)cc1	0	1	14*	-5	16	-0.4	-9	6
CC(C)OC(=O)CCC(=O)Nc1ccc(F)cc1	0	-5	-1	-1	4	-0.3	-2	-4
O=C(C1CCCN(S(=O)(=O)c2cccc3nsnc23)C1)N1CCN(c2ccccn2)CC1 (centres undefined)	-9	6	3	-3	-4	-1.6	-10	0
CS(=O)(=O)c1ccc(NS(=O)(=O)c2ccc(Cl)c(C(=O)NCc3ccco3)c2)cc1	1	-25	-1	4	2	-0.7	-4	-4
O=C(/C=C/c1cccc([N+](=O)[O-])c1)n1cnc2ccccc21	6	16	1	0	20	-0.1	-5	38
C=CCn1c(=O)[nH]c2cc(C(=O)N3CCN(c4cccc(Cl)c4)CC3)ccc2c1=O	-13	4	-3	-2	3	5.6	-3	15
O=C(CCCc1c[nH]c2ccccc12)NCc1ccccc1C(F)(F)F	1	2	-2	1	3	1.8	-4	2
COC(=O)c1ccc(C(=O)Nc2ccc(N)cc2N)cc1	-17	-7	2	-1	3	-5.5	2	-13
COc1cccc(-c2nnn(C/C(N)=N/O)n2)c1	7	-32	-3	3	-7	-2.4	3	0
CC(C)(C)NC(=O)Nc1nnc(SCC(=O)NC2CCCCC2)s1	-6	-21	0	2	14	-0.6	8	2
Cc1cc(=O)[nH]c2c1c(C)nn2C1CCOC(C)(C)C1 (centres undefined)	-9	/	-3	-3	2	-2.0	-7	-3
Clc1ccc(N=NN2CCOCC2)cc1	1	-8	1	-3	1	0.9	-3	-7
Cc1cc(C)cc(N(CC(=O)N2CCN(Cc3ccccc3)CC2)S(=O)(=O)c2c(C)noc2C)c1	0	5	0	3	-5	-2.9	2	8
COc1ccc(NC(=O)CN2C(=O)N(C)Cc3ccccc32)c(C)c1	0	0	2	-2	5	0.6	-5	-6
O=C(C#Cc1ccccc1)NCc1ccccc1F	6	-20	-1	1	18	0.6	-8	0
CCCNS(=O)(=O)c1cc(Br)cc2c1N(C(=O)CC)CC2	3	0	0	-3	12	2.2	-5	0
C=CCC(O)(CCN1CCCCC1)c1ccccc1 (centres undefined)	3	5	-1	-5	-2	-2.7	-8	-8
CCN(C(=O)c1cc2cc3ccc(C)cc3nc2o1)c1ccc(OC)cc1	27	-15	-5	-2	28	3.5	3	42*
CC(=O)Nc1ccc(C)c([N+](=O)[O-])c1	10	3	-3	1	0	-1.0	-4	-10

# Copied from the list.
# CC(C)(C)NC(=O)Nc1nnc(SCC(=O)NC2CCCCC2)s1 – Gli-Sufu block: -21
# Clc1ccc(N=NN2CCOCC2)cc1 – MPTP block: 0.9

# Following part
molecule	CXCR6 block	Gli-Sufu block	NR3A LBD binder	APOBEC3A inh	CCR6 antagonist	MPTP block	APOBEC3G inh	EBI2 block
Cc1ccccc1-c1nnc(SCc2ccccc2F)o1	3	-132	10*	10	18	2.1	-8	8
O=C(Cn1ncc(N2CCOCC2)c(Br)c1=O)c1ccc(Cl)cc1	-4	-16	0	3	16	-0.8	-4	-12
COc1ccccc1CNC(=O)c1ccc(CS(=O)(=O)c2ccccc2)o1	-4	-11	-1	4	-6	2.5	1	8
COc1cc(S(=O)(=O)N2CCOCC2)ccc1NC(=O)COC(=O)c1cc(OC)c(OC)c(OC)c1	3	13	-2	21	10	0.2	2	-12
COc1ccc2[nH]c3c(c2c1)CCN1C(=O)C(CC(=O)NCc2ccco2)C[C@H](C(=O)N2CCOCC2)[C@@]31C (some centres undefined)	-5	7	0	1	11	-0.3	-1	-3
CCOC(=O)c1sc(-c2ccccc2)nc1C	8	-8	-2	-2	9	-1.8	-5	8
CN1CCN(CCC(=O)Nc2ccc3c(c2)OCO3)CC1	-8	5	0	2	3	-1.5	0	-8
COc1cc2c(C(=O)O)c(C)n(C)c2c2ccccc12	1	-2	0	-3	-4	-0.1	-6	-7
COc1ccccc1N1CCN(S(=O)(=O)c2ccc(Cl)cc2)CC1	-9	7	-2	-4	8	-1.2	-9	9
NS(=O)(=O)c1ccc(CNC(=O)c2ccncc2)cc1	-10	1	-1	-4	-17	0.0	-5	4
COc1ccc(F)cc1S(=O)(=O)N1CC(C)CC(C)C1 (centres undefined)	2	6	0	-2	3	0.0	-2	-7
Cc1cc(C)nc(NS(=O)(=O)c2ccc(NC(=O)c3cccs3)cc2)n1	-3	4	7	-1	-2	-1.9	-6	-4
O=C(O)COc1ccccc1/C=N/n1c(C2CCCCC2)n[nH]c1=S	-1	0	1	0	11	0.2	26	1
CCCC(=O)N1CCN(c2ccc(NC(=O)c3ccc(Br)o3)cc2)CC1	1	-4	-11	1	3	-0.4	1	-9
Cc1ccc(NCC(=O)N2CCN(S(=O)(=O)c3ccccc3)CC2)cc1F	-14	1	1	2	15	-1.5	-10	87*
O=S(=O)(NCc1cccnc1)c1ccc(Cl)s1	0	4	0	2	13	0.1	-2	-13
CCNS(=O)(=O)c1ccc(NC(=O)Nc2cccc(OC)c2)cc1	-10	0	30*	0	18	9.0	-4	-4
Cc1ccc(-c2cc(=O)c3ccc(Cl)cc3[nH]2)cc1	3	6	-4	3	3	0.1	-1	4
O=C1CCc2cc(S(=O)(=O)N3CCC(C(=O)NCc4ccccc4Cl)CC3)ccc2N1	0	10	1	3	-1	-3.0	-1	-2
Cc1ccccc1OCC(=O)NC(=S)Nc1ccc(Br)c(C)n1	6	-1	-4	-6	-1	1.6	-12	-1
CC(CCOS(N)(=O)=O)c1ccccc1 (centres undefined)	-4	-7	-1	1	-3	1.2	15	-21
CCN(Cc1ccccc1)S(=O)(=O)c1ccc(OC)c2ncccc12	-3	6	1	5	10	4.7	2	-1
CC(=O)Nc1ccc(NS(=O)(=O)c2cccc3ccccc23)cc1	3	-34	2	-7	-4	-1.2	-7	10
CC(=O)Nc1ccc(S(=O)(=O)NC(C)C(=O)NCC(c2ccco2)N(C)C)cc1 (centres undefined)	2	1	0	2	10	1.7	-6	-7
NCCC(=O)NCCc1cnc[nH]1	2	8	-2	0	-8	0.8	-7	-4
CN(CC(=O)Nc1ccc(F)cc1)C(=O)COC(=O)c1cc([N+](=O)[O-])ccc1N1CCOCC1	11	5	0	2	21	-3.1	-8	3
COc1ccc(N2Cc3ccccc3C2=NC(=O)c2cccc([N+](=O)[O-])c2)cc1	5	-5	-2	2	8	2.0	-7	-9
O=C1C=C(c2cccc(Cl)c2O)C[C@@H](c2ccc(F)cc2)C1	8	-7	-3	-4	10	4.3	-5	20
CCOC(=O)N1CCC(NC(=O)c2ccc3c(Cl)c4c(nc3c2)CCCC4)CC1	13	-42	2	-5	19	-0.7	-14	12
CCOc1ccc(CNC(=O)CCS(=O)(=O)Cc2ccc(C)cc2)cc1OC	-13	0	-1	-7	-10	-1.1	-4	-11
COc1ccc(/C=N/NC(=O)CC2N=C(Cc3ccccc3)NNC2=O)cc1OC (centres undefined)	-9	-1	-1	-1	5	0.3	-1	-10
Cc1cccn2c(=O)nc(SCC(=O)NCc3ccccc3)nc12	0	-5	-1	-2	10	-1.1	-10	9
C[C@@H](NC(=O)c1nc[nH]c1C(=O)N[C@H](C)c1ccccc1)c1ccccc1	10	-2	-4	0	13	0.0	-9	9
CC(C)(C)c1ccccc1NC(=O)CN1C(=O)NC2(CCCC2)C1=O	-1	-21	-1	-2	8	1.1	-6	5
CCN(CC)CCNC(=O)c1ccc(NC(=O)c2cn(-c3ccccc3)nc2-c2cccs2)cc1	4	20	-8	-1	38	-8.2	-4	15
